# CYP2C19 activ – human CYP2C19 activators, primary screen, biochemical, luminescence; Cytochrome P450 2C19 (Homo sapiens), P33261; recombinant CYP2C19, luciferin-H EGE luminescence; active compounds read high; 0 = fully inhibited enzyme, 1 = untreated enzyme; activation factor at 5 µM; 96,000 tested, under 10 active;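 active = activation factor of at least 2 at 5 µM in the primary screen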;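 also: 0 = wells with 2.5 mM tranylcypromine and 1 = vehicle-only wells; values of inactives mirror those of a sister screen read the other way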
# Target sequence (P33261 whole entry, looked up): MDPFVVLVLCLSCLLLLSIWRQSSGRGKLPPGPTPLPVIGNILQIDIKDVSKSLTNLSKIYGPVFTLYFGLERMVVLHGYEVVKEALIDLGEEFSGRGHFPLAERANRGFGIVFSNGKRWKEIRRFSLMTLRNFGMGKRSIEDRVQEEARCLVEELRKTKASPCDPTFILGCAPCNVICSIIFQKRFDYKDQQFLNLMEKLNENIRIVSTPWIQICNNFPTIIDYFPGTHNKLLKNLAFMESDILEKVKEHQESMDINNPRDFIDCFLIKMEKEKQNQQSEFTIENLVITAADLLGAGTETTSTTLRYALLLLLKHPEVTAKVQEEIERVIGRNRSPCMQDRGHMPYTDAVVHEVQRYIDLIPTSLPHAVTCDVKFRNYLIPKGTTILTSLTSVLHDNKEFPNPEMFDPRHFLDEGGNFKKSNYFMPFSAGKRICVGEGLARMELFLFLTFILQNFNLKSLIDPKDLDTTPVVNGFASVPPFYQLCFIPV
# DAT uptake mod – changed hDAT dopamine uptake under cocaine IC80, either direction, primary screen, cocaine antagonist project, cell-based, LLC-PK1 hDAT, [14C]-dopamine uptake, MLSMR. Sodium-dependent dopamine transporter (Homo sapiens), Q01959. LLC-PK1 hDAT cells, [14C]-dopamine uptake with cocaine IC80; actives deviate in either direction. B-score at 10 µM. 110,000 compounds, 1.3% hits. AID 449768, 2010;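 active = Z score or B-score, a plate-position-corrected score, falls beyond the plate's 99.7% confidence bounds, in either direction; inactive = both scores lie inside the 99.7% bounds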;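 also: scored against the spread of the other compound wells on the same plate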
# CYP2C19 inhib – blockers of cytochrome P450 2C19 activity – biochemical, luminescence, ADME assay, primary screen; CYP2C19 Supersomes, luciferin-H EGE luminescence, 30 min; 96,000 compounds, 21% hits; inhibition, % at 5 µM; AID 778, 2007; P33261;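 active = CYP2C19 inhibition above a set limit at 5 µM in the primary screen, cut at about 50% in these data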;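 also: plate controls were negative control wells for no effect and 2.5 mM tranylcypromine positive control for full effect; values of inactives mirror those of a sister screen read the other way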
# CYP2C9 inhib – blockers of cytochrome P450 2C9 activity – biochemical, luminescence, ADME assay, primary screen | CYP2C9 Supersomes, luciferin-H conversion | inhibition, % at 5 µM | P11712 | 96,000 compounds, 20% hits;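 active = blocking of liver enzyme CYP2C9 beyond about 50% at 5 µM, limit read from the data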; also: values of inactives mirror those of a sister screen read the other way
# Target sequence (P11712 whole entry, looked up): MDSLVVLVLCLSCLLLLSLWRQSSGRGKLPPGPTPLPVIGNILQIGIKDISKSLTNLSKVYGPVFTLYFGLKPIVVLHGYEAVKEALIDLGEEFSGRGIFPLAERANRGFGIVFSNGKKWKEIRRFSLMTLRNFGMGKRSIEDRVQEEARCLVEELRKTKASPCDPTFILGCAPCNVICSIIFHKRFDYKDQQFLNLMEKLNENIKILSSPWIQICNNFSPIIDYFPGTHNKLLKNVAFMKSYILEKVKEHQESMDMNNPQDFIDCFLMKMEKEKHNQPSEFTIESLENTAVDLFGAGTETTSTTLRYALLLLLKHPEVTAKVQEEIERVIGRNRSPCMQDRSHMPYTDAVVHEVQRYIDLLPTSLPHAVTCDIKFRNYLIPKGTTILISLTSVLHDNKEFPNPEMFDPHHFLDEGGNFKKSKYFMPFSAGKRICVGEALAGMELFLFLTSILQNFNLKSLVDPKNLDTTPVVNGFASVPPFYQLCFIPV
# IL1B cytotox – cytotoxicity in IL-1B stimulated HUVEC, primary screen, cytotoxicity control for IL-1B NFkB translocation project, imaging, Hoechst nuclear count, IL-1B stimulus; 94,000 compounds, 0.41% hits; AID 845, 2007; cell count reduction, % at 2 µM; HUVEC cell count loss;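 active = cell count reduction more than 3 SD above the screen-wide mean, cut at about 70% in these data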;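 also: normalized per plate to untreated control cells as the no-loss baseline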
# Candida biofilm – clotrimazole potentiators killing Candida biofilms, primary screen, with clotrimazole, Alamar Blue; inhibition, % at 6 µM; C. albicans biofilm + clotrimazole; 85,000 compounds, 0.14% hits;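 active = inhibition above 20%; inactive = inhibition below 20%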;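 also: preformed 24 hr biofilms exposed to compound for 48 hr; 0% = biofilm without compound and 100% = blank killed by clotrimazole plus chlorhexidine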
# VCAM1 TNFa inh – inhibitors of TNFa-induced VCAM1 expression, primary screen, imaging, HUVEC, TNFa stimulus, immunofluorescence; 95,000 compounds, 0.48% hits; inhibition, % at 2 µM; HUVEC TNFa-induced VCAM-1 immunofluorescence, high-content imaging; AID 802, 2007;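 active = inhibition above the batch mean plus 3 SD, with images confirmed as a hit by eye, cut at about 37% in these data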;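 also: 0% = TNF-stimulated DMSO wells and 100% = unstimulated control wells; not every result past the cut was called active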
# CYP2C9 activ – human CYP2C9 activators, primary screen, biochemical, luminescence. AID 1024, 2008. activation factor at 5 µM. recombinant CYP2C9, luciferin-H conversion; active compounds read high; factor 1 = untreated enzyme, 0 = blocked. 96,000 compounds, 1.4% hits. Cytochrome P450 2C9 (Homo sapiens), P11712;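 active = activation factor of 2 or more for CYP2C9 at a 5 µM dose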;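 also: 0 = sulfaphenazole-blocked wells and 1 = vehicle-only wells; values of inactives mirror those of a sister screen read the other way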
# TNFa cytotox – cytotoxicity in TNFa-stimulated HUVEC, primary screen, cytotoxicity control for VCAM1 expression modulator project, imaging, Hoechst nuclei count; HUVEC TNFalpha-stimulated, Hoechst cell count; cell count reduction, % at 2 µM; 93,000 compounds, 0.17% hits; AID 848, 2007;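 active = cell count reduction exceeding the screen mean by over 5 SD, scaled to untreated wells per plate, cut at about 78% in these data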;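 also: cells counted after 24 h of TNF alpha exposure following the 1 h pretreatment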
# * hit, by the source's call; nt = not tested or not shown; & = joins results of further samples.
SMILES,CYP2C19 activ,DAT uptake mod,CYP2C19 inhib,CYP2C9 inhib,IL1B cytotox,Candida biofilm,VCAM1 TNFa inh,CYP2C9 activ,TNFa cytotox
CCCc1ccc(-c2ccc(C(=O)O)cc2)nc1,1,1.2,3,-4,nt,5,nt,1,nt
O=C1C2ON(c3ccccc3)C(c3ccncc3)C2C(=O)N1c1ccccc1 (stereo unspecified),0,-0.03,100*,86*,-19,nt,6,0.1,-22
Nc1c(C(=O)Nc2ccccc2)sc2nc3c(c(-c4ccco4)c12)CCC3,1.1,0.25,-14,-10,-11,10,6,1.1,-15
NC(=O)CSc1nnc(-c2cccnc2)n1CCc1ccccc1,1.1,-1.3,-15,-10,-4,-5,-5,1.1,-3
CCCCNC(=O)c1ccccc1NC(=O)c1ccccc1N(C)S(C)(=O)=O,0.9,1.4,14,0,-103,3,-20,1,4
Cc1cc(C(=O)N2CCN(Cc3ccc4c(c3)OCO4)CC2)cs1,0,-0.92,96*,59*,nt,6,nt,0.4,nt
Cc1cccc(N2CCN(C(c3ccccc3)c3nnnn3C(C)(C)C)CC2)c1C (stereo unspecified),nt,nt,nt,nt,4,6,4,nt,-33
COc1ccc(C(C)C)cc1S(=O)(=O)Nc1ccc(Cl)cn1,1.1,0.26,-6,27,-18,4,8,0.7,-36
COc1ccc(C2C(CC(=O)O)=C(O)C(=O)N2c2ccccc2)cc1 (stereo unspecified),1,0.68,1,10,-33,10,6,0.9,13
c1ccc2c(c1)ncn2Cc1nnc2sc(-c3ccncc3)nn12,0.2,-1,78*,49,-11,3,-8,0.5,-2
CCCSc1n[nH]c(NC(C)=O)n1,1.1,2.7,-11,-9,nt,3,nt,1.1,nt
CC(=O)NS(=O)(=O)c1ccc(NC(=S)NC(=O)C(C)C)cc1,1,0.36,-3,4,1,nt,6,1,-20
Cc1cc(OCCCC(=O)N2CCCCC2)cc(C)c1Cl,0.1,-0.23,93*,-2,7,4,7,1,9
COc1cc(C2=NOC(C(=O)N3CCCc4ccccc43)C2)cc(OC)c1OC (stereo unspecified),0.8,1.8,16,45,2,5,5,0.6,-21
CCCCCCCn1c(=N)n(CC(=O)c2ccco2)c2ccccc21,0.9,-0.39,7,4,4,0,9,1,-23
CCc1ccccc1N(CC(=O)NCc1ccco1)C(=O)c1snc(C(N)=O)c1N,0.1,1.3,95*,69*,-22,5,-35,0.3,-54
O=C(NCc1ccco1)c1ccc(CS(=O)(=O)c2cccc(C(F)(F)F)c2)o1,0.7,-0.52,33,2,-7,nt,2,1,-6
CCOc1ccccc1N1Cc2ccccc2C1,0.9,-1.9,9,13,4,-1,7,0.9,-3
COc1ccc(OC)c(CCNC(=O)CN2C(=O)CC(C)(C)S(=O)(=O)c3ccccc32)c1,0.6,0.42,40,0,5,4,2,1,2
CS(=O)(=O)N(CC(=O)N1CCOCC1)c1ccc2c3c(cccc13)CC2,0.7,-1.5,33,-10,-20,10,6,1.1,-7
COc1ccc(C(=O)Nc2cc(Cl)ccc2Cl)c(OC)n1,0.9,0.1,13,27,nt,8,nt,0.7,nt
CC(C(=O)N1CCCc2c1c(=O)oc1ccc(O)cc21)N1CCc2ccccc2C1 (stereo unspecified),0.6,-0.37,42,2,-15,5,nt,1,nt
COc1ccccc1-n1nnnc1SCC(=O)Nc1ccccn1,0.7,-0.47,31,-24,2,-3,2,1.2,-8
CC1C/C(=N/N2C(=O)CSC2=S)CC(C)(C)C1 (stereo unspecified),0.7,-1,33,25,-21,nt,-4,0.8,-31

# Reformatted with two lines to a compound: entries from further up.
# Values in the order: CYP2C19 activ	DAT uptake mod	CYP2C19 inhib	CYP2C9 inhib	IL1B cytotox	Candida biofilm	VCAM1 TNFa inh	CYP2C9 activ	TNFa cytotox
Cc1cc(OCCCC(=O)N2CCCCC2)cc(C)c1Cl
    0.1	-0.23	93*	-2	7	4	7	1	9
COc1cc(C2=NOC(C(=O)N3CCCc4ccccc43)C2)cc(OC)c1OC (stereo unspecified)
    0.8	1.8	16	45	2	5	5	0.6	-21
CCCCCCCn1c(=N)n(CC(=O)c2ccco2)c2ccccc21
    0.9	-0.39	7	4	4	0	9	1	-23
CCc1ccccc1N(CC(=O)NCc1ccco1)C(=O)c1snc(C(N)=O)c1N
    0.1	1.3	95*	69*	-22	5	-35	0.3	-54
O=C(NCc1ccco1)c1ccc(CS(=O)(=O)c2cccc(C(F)(F)F)c2)o1
    0.7	-0.52	33	2	-7	nt	2	1	-6
CCOc1ccccc1N1Cc2ccccc2C1
    0.9	-1.9	9	13	4	-1	7	0.9	-3
COc1ccc(OC)c(CCNC(=O)CN2C(=O)CC(C)(C)S(=O)(=O)c3ccccc32)c1
    0.6	0.42	40	0	5	4	2	1	2
CS(=O)(=O)N(CC(=O)N1CCOCC1)c1ccc2c3c(cccc13)CC2
    0.7	-1.5	33	-10	-20	10	6	1.1	-7
COc1ccc(C(=O)Nc2cc(Cl)ccc2Cl)c(OC)n1
    0.9	0.1	13	27	nt	8	nt	0.7	nt

# Next part.
SMILES,CYP2C19 activ,DAT uptake mod,CYP2C19 inhib,CYP2C9 inhib,IL1B cytotox,Candida biofilm,VCAM1 TNFa inh,CYP2C9 activ,TNFa cytotox
CN(C(=O)CCN1C(=O)C(C)(C)Nc2ccccc21)c1ccccc1,0.2,-0.0058,76*,29,-7,2,14,0.7,-31
CC(=O)N1C(=O)C2(C(C#N)=C(N)Oc3n[nH]c(-c4ccccn4)c32)c2ccccc21 (stereo unspecified),0.9,nt,10,11,nt,-7,nt,0.9,nt
COc1cccc(NC(=O)c2ccccc2SC)c1,0.9,1.3,7,-4,0,6,-12,1,-5
CC1=C(C)CC(C(=O)Nc2cccc(Cl)c2)C(C(=O)O)C1 (stereo unspecified),1.1,0.65,-5,50*,-60,12,14,0.5,-14
O=C(c1ccc(F)cc1F)N(Cc1ccccn1)Cc1ccco1,0.3,0.73,73*,34,2,3,16,0.7,-24
CCCOc1ccc(NC(N)=O)cc1OCCC,1,nt,1,34,21,-1,10,0.7,28
CSc1sc(C(=O)O)c2c1C(=O)CCC2,0.9,-2.3*,8,16,14,9,-10,0.8,-24
CCN(C(=O)c1ccccc1Cl)c1ccccc1,0.4,0.75,62*,4,9,-2,30,1,-2
CCOC(=O)/C(C#N)=C\N(C)C,1.1,nt,-11,-2,-11,nt,6,1,-20
Cc1ccccc1OCC(=O)N(Cc1nc(-c2ccccc2)no1)C(C)C,0.4,0.82,57*,40,-30,3,13,0.6,3
CN1CCN(C(=O)CSc2nc(-c3cccs3)cc(-c3cccs3)c2C#N)CC1,0.1,0.041&1.4,86*,78*,nt,1,nt,0.2,nt
CC1CCCN(S(=O)(=O)c2ccc(C(=O)Nc3nnc(-c4ccccc4Cl)o3)cc2)C1 (stereo unspecified),1,-0.51,-5,9,1,7,17,0.9,9
Cc1cc(=O)n2nc(N3CCCC(C(=O)NCc4ccco4)C3)sc2n1 (stereo unspecified),1,-1.5,-2,5,nt,8,nt,1,nt
CCCCS(=O)CC(COCc1ccccc1)OC(=O)CSc1nc(C)cc(C)n1 (stereo unspecified),0.7,0.064,25,12,2,2,-21,0.9,-16
CC(Oc1cccc(Cl)c1)C(=O)Nc1cc(=O)n(C)c(=O)n1C (stereo unspecified),0.7,0.77,34,15,9,-3,8,0.8,-3
CC(C)(C)C(=O)NC(=S)Nc1cc(C(F)(F)F)ccc1N1CCOCC1,0,0.92,96*,94*,1,nt,19,0.1,-1
c1ccc(-n2nnc3cnccc32)cc1,0.9,0.36,14,0,nt,6,nt,1,nt
Cc1ccc(SCCC(=O)NCC2CCCO2)cc1 (stereo unspecified),0.7,-2,27,7,3,8,1,0.9,4
CCOC(=O)c1cccc(NC2c3ccccc3C(=O)N2Cc2ccco2)c1 (stereo unspecified),0.6,-0.41,39,44,9,2,14,0.6,5
O=C(CSc1nnc(CNc2ccc(F)cc2)n1-c1ccccc1)N1CCOCC1,nt,-0.5,nt,nt,-36,4,1,nt,-28
CCC(=O)Nc1ccc(NC(=O)c2ccc3c(c2)OCO3)cc1,0.9,-0.39,9,14,-22,nt,10,0.9,-39
Cc1cc(C)nc(NC(=O)CSc2nn(C)c(=S)s2)n1,0.9,-0.26,6,-17,4,6,2,1.2,-15
Cc1ccc(C(=O)c2nocc2C(=O)c2cccs2)cc1,0.4,0.074,62*,69*,-13,-2,-4,0.3,5
CCS(=O)(=O)N1CCC(C(=O)NCC2CCCO2)CC1 (stereo unspecified),1.1,-0.72,-11,-14,-52,nt,2,1.1,1
CCc1ccc(CNC(=O)CN2C(=O)COc3ccccc32)cc1,0.3,0.15,72*,-62,nt,6,nt,1.6,nt
C=C(C)CNC(=S)NNC(=O)c1ccco1,1,nt,4,0,-13,-2,-17,1,-6
NC(=O)C1CCN(C(=O)C2CCN(S(=O)(=O)c3ccccc3)CC2)CC1,1.1,-0.4,-12,17,-1,7,8,0.8,-17
CCc1nnc(SCc2ccc(C(=O)OC)o2)n1N,0.6,-0.13,37,12,-39,-5,5,0.9,-14
CCOc1cc(C(=O)N(C)Cc2cc3ccccc3[nH]c2=O)cc(OCC)c1OCC,1.1,-0.38,-5,18,10,8,7,0.8,-20
O=C(c1cccc2c1-c1ccccc1/C2=N/O)N1CCCCC1,0.5,0.68,51*,50,nt,3,nt,0.5,nt
CCOC(=O)CSc1ncc(-c2ccccc2)cn1,0.8,-0.0084,24,20,-13,nt,6,0.8,-8
CCn1cc(Br)c(C(=O)Nc2ccc(F)c(Cl)c2)n1,0.1,0.68,92*,75*,nt,2,nt,0.3,nt
CCOC(=O)COc1ccc2c(c1)C(=O)CC(C)(C)O2,0.9,-0.23,13,13,-39,nt,-2,0.9,-11
O=C(CSc1nnc(COc2ccc(Cl)cc2)o1)N1c2ccccc2CCc2ccccc21,0.7,1.5,28,74*,0,4,23,0.3,-11
Cc1ccc(NC(C)c2cc(Cl)ccc2O)cc1 (stereo unspecified),0,-1.9,100*,98*,-103,35*,5,0,2
O=C(Nc1ccccc1)N1CCOCC1,1.1,0.012,-11,-11,-15,4,-6,1.1,-5
COc1ccc(NC(=O)CN2CCN(CC(=O)Nc3ccccc3F)CC2)cc1OC,0.8,0.54,19,20,-26,0,10,0.8,-28

# In another format: results already given
structure	CYP2C19 activ	DAT uptake mod	CYP2C19 inhib	CYP2C9 inhib	IL1B cytotox	Candida biofilm	VCAM1 TNFa inh	CYP2C9 activ	TNFa cytotox
CCOC(=O)/C(C#N)=C\N(C)C	1.1	nt	-11	-2	-11	nt	6	1	-20
Cc1ccccc1OCC(=O)N(Cc1nc(-c2ccccc2)no1)C(C)C	0.4	0.82	57*	40	-30	3	13	0.6	3

# High-throughput results deposited in PubChem by several laboratories.

# Compounds were not picked by outcome; overall some 29% were active at least once.
